V1aR counter: activates human V1a receptor in oxytocin agonist counter-screen; P37288; CHO-V1R cells, Fluo-8 calcium fluorescence, agonist mode; 0% DMSO, 100% 3 nM vasopressin; activation, % at 3 µM; hit rate 0.25% among 320,000; AID 2797;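 active = activation above the mean activation of all tested compounds plus 3 SD, per screening run, cut at about 20% in these data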;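 note: signal is peak over basal fluorescence ratio across a 100 second FLIPR read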
CHO-K1 Ca ag: M1 agonist counterscreen hit in parental CHO-K1 cells; Fluo-8 calcium fluorescence; scaled to maximal ATP response, vehicle zero; activation, % at 3 µM; hit rate 0.48% among 360,000; AID 602248; in the data active = activation above about 15%;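 note: untransfected CHO-K1 host cells lacking M1 receptor as counterscreen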
GPR7 antag: human neuropeptides B/W receptor 1 antagonism; inhibition, % at 4.4 µM; hit rate 1.1% among 290,000; P48145; GPR7-expressing cells, fluorescence antagonist assay; AID 1861; in the data active = inhibition above about 16%, passing the limit was not always enough;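 note: cells stimulated with the agonist NPW; 0% = agonist with vehicle and 100% = vehicle without agonist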
Target sequence (P48145 whole entry, looked up): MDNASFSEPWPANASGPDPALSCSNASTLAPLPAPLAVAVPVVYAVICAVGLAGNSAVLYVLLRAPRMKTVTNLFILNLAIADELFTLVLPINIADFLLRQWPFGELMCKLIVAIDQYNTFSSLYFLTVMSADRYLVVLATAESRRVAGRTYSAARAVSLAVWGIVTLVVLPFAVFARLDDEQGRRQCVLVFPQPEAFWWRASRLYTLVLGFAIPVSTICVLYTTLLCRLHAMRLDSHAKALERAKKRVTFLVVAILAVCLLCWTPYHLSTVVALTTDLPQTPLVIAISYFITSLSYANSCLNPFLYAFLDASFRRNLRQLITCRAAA
CHO-K1 Ca antag: M1 antagonist counterscreen hit in parental CHO-K1 cells; inhibition, % at 3 µM; hit rate 0.6% among 360,000; ATP-induced calcium, Fluo-8 fluorescence;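 active = inhibition above a per-plate cutoff, the plate's mean sample inhibition plus 3 SD, cut at about 24% in these data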;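 note: 0% = DMSO plus EC80 ATP and 100% = DMSO alone without ATP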
OXTR potentiate: potentiates the human oxytocin receptor response; P30559; CHO-OTR cells, Fluo-8 calcium fluorescence, potentiator mode; 0% = oxytocin EC15, 100% = EC100; activation, % at 3 µM; hit rate 0.061% among 320,000;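 active = activation above that plate's cutoff, the mean activation of tested compounds plus 3 SD, cut at about 6.6% in these data, passing the limit was not always enough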;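 note: 100% uses oxytocin at 75 nM as the full agonist control; some results filed as inactive read as strong as hits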
Target sequence (P30559 whole entry, looked up): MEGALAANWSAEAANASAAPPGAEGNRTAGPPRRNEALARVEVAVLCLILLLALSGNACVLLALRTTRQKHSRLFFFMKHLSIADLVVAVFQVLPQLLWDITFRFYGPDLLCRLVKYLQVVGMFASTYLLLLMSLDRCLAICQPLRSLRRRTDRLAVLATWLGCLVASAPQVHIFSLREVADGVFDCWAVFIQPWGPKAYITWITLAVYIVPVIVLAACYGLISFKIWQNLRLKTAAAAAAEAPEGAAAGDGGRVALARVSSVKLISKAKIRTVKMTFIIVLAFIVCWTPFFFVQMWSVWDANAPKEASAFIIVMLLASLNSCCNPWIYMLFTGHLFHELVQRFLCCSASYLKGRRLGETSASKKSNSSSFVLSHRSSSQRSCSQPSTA
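Replication – single well per compound, singlicate · Assay system – CHO cell line stably expressing human OTR · Timing – 6 min pre-incubation, 100 s read · Measure – normalized max/min fluorescence ratio, % activation · Doses – 3.0 µM, one dose · Detection – Fluo-8 calcium dye fluorescence · Probe or stimulus – oxytocin near EC15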
CHO parental Ca: signal in parental CHO cells, OX1R antagonist counter-screen; parental CHO-K1, ATP-induced calcium, Fluo-8 fluorescence; inhibition, % at 5.6 µM; hit rate 0.63% among 330,000; AID 463079;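 active = inhibition above that plate's mean sample inhibition plus 3 SD, cut at about 26% in these data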;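 note: 0% = ATP-challenged DMSO wells and 100% = DMSO wells without ATP; some compounds past the cut are filed as inactive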
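Material: parental CHO cells / Compound: single nominal dose of 5.6 µM per compound / Signal: Fluo-8 fluorescence / Replicates: singlicate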
TAAR1 antag: human TAAR1 antagonism. Q96RJ0. CHO RD-HGA16 TAAR1, Fluo-8 calcium fluorescence, antagonist. inhibition, % at 3 µM. hit rate 1.5% among 360,000. AID 624466;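 active = inhibition above a per-plate cutoff, the mean inhibition of test compounds on that plate plus 3 SD, cut at about 49% in these data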;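 note: 0% = DMSO plus EC80 beta-PEA response and 100% = DMSO alone without agonist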
Target sequence (Q96RJ0 whole entry, looked up): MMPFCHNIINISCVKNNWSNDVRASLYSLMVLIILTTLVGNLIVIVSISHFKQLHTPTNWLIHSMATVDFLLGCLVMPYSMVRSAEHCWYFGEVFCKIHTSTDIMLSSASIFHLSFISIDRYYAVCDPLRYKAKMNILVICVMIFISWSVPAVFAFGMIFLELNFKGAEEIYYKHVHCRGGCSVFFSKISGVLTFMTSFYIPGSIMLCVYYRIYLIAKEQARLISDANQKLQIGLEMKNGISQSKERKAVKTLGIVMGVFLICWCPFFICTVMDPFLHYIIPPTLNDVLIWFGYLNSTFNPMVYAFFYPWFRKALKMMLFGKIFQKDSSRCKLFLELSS
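System: CHO RD-HGA16 cells bearing hTAAR1. Reagent: EC80 β-phenethylamine stimulus. Schedule: seeding 17-24 h prior, 75-min 37 °C, 30-min RT dye loading. Signal: Fluo-8 intracellular calcium dye fluorescence, real-time kinetic reads. Read-out: % inhibition from peak post-agonist over basal fluorescence ratio. Benchmarks: vehicle wells and EC80 agonist wells. Replicates: n of 1.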
M1 PAM parental: M1 PAM counterscreen hit in parental CHO-K1 cells; hit rate 0.02% among 360,000; activation, % at 3 µM; AID 602247; ATP EC20, Fluo-8 calcium fluorescence; 0% at ATP EC20, 100% at ATP max;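 active = activation above the run cutoff, the mean activation of all test compounds plus 3 SD, cut at about 40% in these data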;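 note: peak over basal fluorescence ratio in a 140 s read after ATP addition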
OXTR agonist: activates the human oxytocin receptor. P30559. CHO-OTR cells, Fluo-8 calcium fluorescence; normalized: DMSO 0%, oxytocin 100%. activation, % at 3 µM. hit rate 0.32% among 320,000. AID 2435;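 active = activation above the mean of all tested compounds plus 3 SD, cutoff set per screening run, cut at about 20% in these data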;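 note: peak over basal fluorescence ratio from a 100 s FLIPR kinetic read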
* = called active by the depositor; . = not tested or not shown. The order is random. About 3.5% of those tested had a hit in this group.

SMILES	V1aR counter	CHO-K1 Ca ag	GPR7 antag	CHO-K1 Ca antag	OXTR potentiate	CHO parental Ca	TAAR1 antag	M1 PAM parental	OXTR agonist
CC(C)C[C@H](NC(=O)[C@H]1N2C(=O)c3ccccc3C2SC1(C)C)C(=O)N[C@@H](Cc1ccccc1)C(=O)O (stereo partly drawn)	1.1	0.4	-3.5	11.0	-4.2	-6.3	-14.7	-14.2	-0.8
O=C(NCC(c1ccco1)N1CCCC1)c1ccc(S(=O)(=O)Nc2ccc(F)cc2)cc1 (stereo not drawn)	6.3	6.4	.	-4.3	-10.9	-5.9	-6.6	3.1	9.0
Cc1ccsc1C(=O)NNC(=O)CCN1CCN(c2ccccc2)CC1	0.4	0.3	.	-1.7	2.2	-28.1	-8.4	2.1	-1.1
CC(O)CCc1nc2ccc(C(=O)O)cc2[nH]1 (stereo not drawn)	0.9	0.0	-8.1	-9.2	-10.0	-12.9	-0.1	15.8	-0.8
O=C(Cc1c[nH]c2ccccc12)N1CCN(S(=O)(=O)c2cccc(Cl)c2Cl)CC1	6.5	3.7	.	-12.0	-11.3	-11.5	24.6	-2.4	8.4
Cc1cc(N2CCN(C)CC2)ccc1NC(=O)c1cccc(S(=O)(=O)N2CCc3ccccc3C2)c1	1.0	1.2	-2.9	-4.3	2.9	-19.3	12.4	-0.2	3.4
Cc1nnc(SCC(=O)Nc2nccs2)s1	-0.3	0.6	-8.0	-6.0	-3.2	-0.2	8.1	8.2	0.7
Cc1cccc(C(=O)OCC(=O)NC2CCCCCCC2)c1	-0.7	-0.4	.	-5.0	-1.5	-1.6	-12.4	24.7	-2.7
O=C(COc1ccccc1Cl)Nc1cc(Cl)ccc1O	.	0.9	-6.2	-12.5	.	.	21.5	0.3	.
Fc1ccc(NC(=S)N2CCSC2c2cccs2)cc1 (stereo not drawn)	-0.3	0.0	-8.7	6.3	-23.8	10.2	-9.8	-17.3	-0.2
CCOC(=O)CSc1nnc(C)c(=O)[nH]1	1.8	0.0	17.5	14.9	-2.4	-13.6	-15.3	-5.7	4.4
O=C(CSc1nc2ccccc2c(=O)n1CC1CCCO1)Nc1ccc(F)cc1 (stereo not drawn)	-0.1	0.9	-0.4	-12.3	-11.7	-17.7	-23.6	16.3	-0.4
COc1ccc(N(CC(=O)NCCSC2CCCCC2)S(C)(=O)=O)c(OC)c1	0.6	1.6	-4.8	-5.1	-2.6	-25.3	7.9	24.4	0.0
COc1ccc(N(CC(=O)NCc2ccc(F)cc2)C(=O)CCC(=O)Nc2ccccn2)cc1	-0.2	-0.1	-0.3	-17.4	-10.4	-10.4	6.2	19.2	0.4
CC1(C(=O)NCc2ccccc2)Cc2c(-c3ccc4c(c3)OCO4)ccnc2O1 (stereo not drawn)	.	0.7	.	-20.7	.	.	-6.7	14.5	.
Cc1ccc(NC(=O)c2ccc3c(c2)CCN3S(C)(=O)=O)c(C)c1	1.9	1.6	-5.2	19.7	-6.4	-6.9	-4.8	4.2	1.3
Cc1ccc(CN2[C@@H](c3ccccc3)COCCS2(=O)=O)cc1	-0.8	-0.2	-7.3	-20.1	1.3	-14.9	5.2	5.5	-2.0
COc1ccc(CNC(=O)c2c(O)c3cccc4c3n(c2=O)CCC4)cc1	.	0.2	-3.5	-4.3	.	.	-24.5	8.2	.
CNc1nc(N/N=C/c2ccc([N+](=O)[O-])cc2)nc(Nc2ccccc2)n1	-1.5	0.7	-15.6	3.2	6.6	-13.2	27.2	2.6	-2.4
CCOC(=O)C1CN(S(=O)(=O)c2cccc(C(F)(F)F)c2)c2cc(CC(=O)OC)ccc2O1 (stereo not drawn)	0.8	0.7	-2.1	-6.7	-21.9	-16.1	15.9	20.8	-2.0

Complete entries from above:
Results for `CC(O)CCc1nc2ccc(C(=O)O)cc2[nH]1` (stereo not drawn) = V1aR counter = 0.9; CHO-K1 Ca ag = 0.0; GPR7 antag = -8.1; CHO-K1 Ca antag = -9.2; OXTR potentiate = -10.0; CHO parental Ca = -12.9; TAAR1 antag = -0.1; M1 PAM parental = 15.8; OXTR agonist = -0.8
Results for `O=C(Cc1c[nH]c2ccccc12)N1CCN(S(=O)(=O)c2cccc(Cl)c2Cl)CC1` = V1aR counter = 6.5; CHO-K1 Ca ag = 3.7; GPR7 antag = .; CHO-K1 Ca antag = -12.0; OXTR potentiate = -11.3; CHO parental Ca = -11.5; TAAR1 antag = 24.6; M1 PAM parental = -2.4; OXTR agonist = 8.4

(listing goes on)
SMILES	V1aR counter	CHO-K1 Ca ag	GPR7 antag	CHO-K1 Ca antag	OXTR potentiate	CHO parental Ca	TAAR1 antag	M1 PAM parental	OXTR agonist
O=C(O)C1=C[C@H](c2ccc3c(c2)OCO3)C[C@H](OCc2ccc(CO)cc2)O1	0.0	0.5	.	-7.9	-6.5	-7.6	-2.5	22.3	-0.3
Cc1cc[n+](C(C)C(=O)c2ccc(Cl)cc2)cc1 (stereo not drawn)	0.5	-0.6	-16.2	20.7	-0.4	8.9	-1.4	-25.8	0.3
Nn1c(Cc2ccc(Br)cc2)n[nH]c1=S	-1.1	0.6	-13.7	-12.6	-2.9	16.6	-20.8	5.4	0.0
COc1ccc(CCN2C(=S)N(c3ccc(Cl)cc3)C(=O)C2CC(N)=O)cc1OC (stereo not drawn)	1.7	0.8	-14.5	0.7	1.4	-8.7	4.3	6.5	0.6
Cn1c2ccccc2c2cnn(CC(=O)Nc3ccc(Cl)cc3)c(=O)c21	1.6	0.0	-13.1	-3.7	-0.1	2.4	-41.1	6.6	-0.4
Cc1ccc(C)n1-c1ccc(C(=O)NCc2cccnc2)cc1	3.1	3.5	-10.2	9.8	-6.5	8.6	.	-11.0	0.1
Nn1c(-c2cccs2)nc2sc3c(c2c1=O)CCCC3	2.6	0.4	-8.8	2.6	-10.6	-31.4	29.6	1.2	0.9
COc1ccc(-c2nc(NC(=O)CSc3nnc4ccccn34)ns2)cc1	-0.2	.	0.2	.	-12.4	-21.2	-1.4	.	-1.6
COc1ccc(OC)c(S(=O)(=O)NCCCN2CCOCC2)c1	0.8	1.6	.	-5.8	-6.3	-0.7	-23.3	18.9	1.8
Cc1cccc(C)c1NC(=O)CN(C)C(=O)C1CC(=O)N(c2cccc3ccccc23)C1 (stereo not drawn)	-0.3	0.0	.	2.4	-9.2	-10.2	-10.6	-11.2	-1.4
O=C(CSc1nc(=O)n2ccccc2n1)NCc1ccccc1Cl	2.0	0.9	.	2.4	-2.5	-3.7	-1.5	4.2	1.0
O=C(/C=C/[C@H]1O[C@@H](n2cnc3c(NC(=O)c4ccccc4)ncnc32)[C@H](O)[C@@H]1O)NCc1cccs1	.	0.0	.	7.7	.	.	-25.6	0.1	.
O=C(COc1ccc2ccc(=O)oc2c1)Nc1ccc(CN2CCOCC2)cc1	0.4	4.9	1.9	-7.6	-16.1	-3.1	-7.0	5.1	0.1
Oc1ccc(N=Nc2c(O)ccc3ccccc23)cc1	-0.5	0.0	18.6	2.7	-7.2	9.2	-2.9	4.7	-0.7
COCc1c(C(=O)N2CCN(CCOc3ccccc3)CC2)oc2ccccc12	1.3	0.1	.	-0.2	-6.7	-21.0	16.2	10.9	-0.7
COC(=O)c1ccccc1NC(=O)NCC1CCCO1 (stereo not drawn)	0.2	0.0	1.4	7.4	-6.1	-12.9	12.2	4.9	-1.0
COc1ccc(NC(=O)c2ccccc2Cl)c(NC(=O)c2ccco2)c1	.	1.9	-2.7	-8.8	.	.	13.2	25.0	.
CCc1nnc(NS(=O)(=O)c2ccc(NC(=S)NC(=O)c3ccccc3)cc2)s1	1.0	0.6	-10.9	1.5	-2.3	-6.5	2.7	10.8	-1.6
COc1cc(C(=O)Nc2cccc(-c3nc4cc(C)ccc4o3)c2C)cc(OC)c1OC	1.0	1.2	-17.8	0.7	-11.4	-8.7	30.4	14.5	2.2
O=C(CSc1ccc2c(c1)OCCO2)NC(=O)Cc1ccccc1	-0.1	0.3	-1.5	-9.3	-4.1	-11.6	0.3	27.0	-1.9
COc1ccc(C(=O)N(C)C2CCCCC2)cc1S(=O)(=O)N1CCOCC1	0.5	0.3	.	10.8	1.8	-14.0	-3.7	-10.3	1.5
O=C(NCN1CCCCC1)c1cccnc1	-0.3	0.7	-9.1	-9.4	0.9	-4.3	24.7	-6.9	0.2
COc1ccc(C(=O)Nc2cccc(C(=O)N3CCN(C)CC3)c2)cc1	1.1	0.9	-3.4	-13.0	-6.7	4.1	5.8	23.4	0.2
Cn1c(=O)c2c(nc(CN3CCN(C(=O)c4ccco4)CC3)n2CC(=O)C(C)(C)C)n(C)c1=O	0.5	0.0	-8.8	-0.3	1.6	-6.5	-5.6	-4.1	-0.5
COc1cccc(C2C=C(c3ccc(Br)s3)Nc3ncnn32)c1OC (stereo not drawn)	1.8	3.6	-2.4	-2.1	-15.6	-2.3	.	23.3	2.0
COCC1CCCCN1C(=O)C1CCN(c2nc(-c3ccccc3)nc3c2CCC3)CC1 (stereo not drawn)	-1.7	1.0	3.5	-1.6	-9.8	-21.9	18.6	-10.4	-2.7
Cc1cccc(C2c3[nH]c4ccccc4c3CCN2C(=O)c2cc(C(C)C)nc(N)n2)n1 (stereo not drawn)	3.4	1.3	-1.8	0.3	-7.4	-19.5	11.2	0.4	0.1
O=C(c1ccccc1)N1CCN(c2nc3ccc([N+](=O)[O-])cc3s2)CC1	7.2	7.8	-11.3	-8.4	-33.1	23.7	4.6	11.9	8.4
CCCCNC(=O)C1(C)CCCCCN1Cc1cccc2c(OC)cc(C(=O)OCC)cc12 (stereo not drawn)	.	1.2	.	-9.2	.	.	-22.5	-9.6	.
COCc1nnc(NC(=O)CS(=O)(=O)c2ccc(C)cc2)s1	0.5	1.1	-2.8	-8.2	-8.0	0.1	-1.0	13.4	-0.1
O=C(NCCCN1CCN(Cc2ccccc2)CC1)C1CCN(S(=O)(=O)N2CCC3(CC2)OCCO3)CC1	-0.4	0.1	-3.4	-13.0	-6.5	-5.0	-2.5	0.3	-0.4
CCn1c(CSc2ncn[nH]2)nc2cc(C(=O)O)ccc21	0.2	0.1	-8.2	-8.1	-2.9	-4.3	-38.6	21.0	0.4
CCN(CC)CCNC(=O)C(Oc1ccccc1)Oc1ccccc1	0.6	1.0	-3.5	-15.0	-3.1	-7.0	-4.5	10.6	2.9

Ordered by molecular weight (highest first): some entries from above
SMILES	V1aR counter	CHO-K1 Ca ag	GPR7 antag	CHO-K1 Ca antag	OXTR potentiate	CHO parental Ca	TAAR1 antag	M1 PAM parental	OXTR agonist
COCC1CCCCN1C(=O)C1CCN(c2nc(-c3ccccc3)nc3c2CCC3)CC1 (stereo not drawn)	-1.7	1.0	3.5	-1.6	-9.8	-21.9	18.6	-10.4	-2.7
COc1cccc(C2C=C(c3ccc(Br)s3)Nc3ncnn32)c1OC (stereo not drawn)	1.8	3.6	-2.4	-2.1	-15.6	-2.3	.	23.3	2.0
O=C(c1ccccc1)N1CCN(c2nc3ccc([N+](=O)[O-])cc3s2)CC1	7.2	7.8	-11.3	-8.4	-33.1	23.7	4.6	11.9	8.4

Screens: PubChem, The Scripps Research Institute Molecular Screening Center
